PhoP GFP inhibition: PhoP regulon inhibitors, Salmonella typhi PhoP promoter GFP reporter, confirmatory (AID 1850) | Salmonella Typhi PhoP-promoter GFP reporter, fluorescence, 4 h; higher % means a stronger effect | inhibition, % at 50 µM; hits with a dose series show IC50 in µM | 310,000 tested, 0.33% active; in the data active = a potency from the dose series; inconclusive = inhibition mostly from about 25% at the one dose, without a potency; inactive = the rest, 99 in 100 with inhibition below about 19%;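 also: 0% = induced wells with vehicle and 100% = uninduced wells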
H1N1 NS1A inhibition: H1N1 influenza NS1A inhibitors, functional cell based assay (AID 504329). NS1A functional cell-based assay, percent inhibition; higher % means a stronger effect. inhibition, % at 12.5 µM; hits with a dose series show IC50 in µM. 340,000 tested, 0.3% active; in the data active = a potency from the dose series; inconclusive = inhibition above about 27% without an active follow-up result; also: strong numbers were not always called active
VEEV TC-83 Vero: inhibitors of VEEV TC-83 cytopathic effect, confirmation, Vero cells (AID 588727); Vero cells, VEEV TC-83 cytopathic effect inhibition; higher % means a stronger effect; inhibition, % at 20 µM; hits with a dose series show IC50 in µM; 350,000 tested, 0.13% active; in the data active = a potency from the dose series; inconclusive = inhibition mostly from about 14% at the one dose, without a potency; inactive = the rest, 99 in 100 with inhibition below about 12%; also: strong numbers were not always called active
M. tuberculosis: growth inhibition of non-replicating M. tuberculosis (AID 488890); Mycobacterium tuberculosis non-replicating, growth inhibition; higher % means a stronger effect; inhibition, % at 25 µM, or IC50 in µM where a hit was titrated; 320,000 tested, 0.39% active; in the data active = a potency from the dose series; inconclusive = inhibition mostly from about 82% at the one dose, without a potency; inactive = the rest, 99 in 100 with inhibition below about 76%;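 also: plate controls were DMSO cells for no effect and high antibiotic wells for full effect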
M. tuberculosis HTS: M. tuberculosis growth inhibition, HTS (AID 449762) | M. tuberculosis H37Rv growth inhibition, 7H9 media; higher % means a stronger effect | inhibition, % at 25 µM, or IC50 in µM where a hit was titrated | 330,000 tested, 0.59% active; in the data active = a potency from the dose series; inconclusive = inhibition above about 70% without an active follow-up result;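 also: bacterial growth assessed after seven days of incubation; strong numbers were not always called active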
VEEV TC-83 Vero 10K pilot screen: further read-out of VEEV TC-83 Vero, marked with its call; inhibition, %; measured here: 10K pilot screen inhibition
* marks the source's active call; other numbers are inactive results; i = inactive; ? = inconclusive; · = not tested or not shown.

SMILES	PhoP GFP inhibition	H1N1 NS1A inhibition	VEEV TC-83 Vero	M. tuberculosis	M. tuberculosis HTS	others
COc1ccc(CCNS(=O)(=O)c2ccc3c(c2)CCCC3)cc1OC	·	-19%	1.8%	9%	-9%
COc1ccc2cc3cc(C(=O)NCCN4CCN(c5ccccc5F)CC4)oc3nc2c1	-7%	5%	i	44%	60%
COc1ccc(N2CCN(C(CNC(=O)c3ccco3)c3cccnc3)CC2)cc1 (stereo unspecified)	-1%	-20%	0.8%	1%	1%
CCOCCCNC(=O)c1cn(CC)c2ccc(S(=O)(=O)N3CCCC3)cc2c1=O	4%	2%	2.2%	-14%	-2%
O=C(C[C@H]1C[C@H](C(=O)N2CCCCC2)[C@@]2(CCc3ccccc3)c3[nH]c4ccc(Cl)cc4c3CCN2C1=O)NCCc1ccccn1	·	-16%	i	·	·
CCC1(c2ccccc2)NC(=O)N(CC(=O)Nc2ccccc2N2CCCC2)C1=O (stereo unspecified)	1%	14%	i	19%	-7%
O=S(=O)(NCCOc1ccccc1F)c1ccc(Cl)cc1F	·	4%	3.1%	26%	7%
Cc1nc(CN2CCN(Cc3nc(C(c4ccccc4)c4ccccc4)no3)CC2)cs1	3%	·	1.9%	8%	0%
CCn1nc(CC(=O)Nc2ccc(-n3cnnn3)c(C)c2)c2ccccc2c1=O	-3%	11%	1.9%	-1%	-3%
CS(=O)(=O)c1ccccc1C(=O)N(CCC1=CCCCC1)c1c(N)n(Cc2ccccc2)c(=O)[nH]c1=O	5%	-12%	6.9%	52%	44%
COc1ccc(/C=C/C(=O)OCC(=O)Nc2ccc3[nH]c(=O)[nH]c3c2)cc1OC	3%	-1%	i	5%	3%
CN(C(=O)COC(=O)c1ccccc1Cc1ccccc1)C1CCS(=O)(=O)C1 (stereo unspecified)	-6%	-1%	1.7%	-15%	3%
COc1cc2c(c(OCC(=O)NC(C)C)c1)C(=O)O[C@@H](C)CCCC(=O)CCCCC2	-1%	-4%	7.2%	10%	-2%
O=C(CCCCCNc1nc(=S)[nH]c2ccccc12)NCCC1=CCCCC1	0%	-3%	1.1%	21%	-4%
COc1cccc(NC(=O)N2CCC(NC(=O)C(Cc3cccc(C)c3)NC(C)=O)CC2)c1 (stereo unspecified)	-6%	7%	1.1%	5%	-3%
CN(C)c1cc[n+](CCC(=O)Nc2cccc([N+](=O)[O-])c2N)cc1	-5%	-9%	0.2%	-3%	4%
CCCCNC(=S)N(C)/N=C/c1ccc(OCC(=O)Nc2c(C)cc(C)cc2C)c(OC)c1	-3%	2%	0.1%	25%	?
Nc1ccc(N=Nc2ccc(O)cc2)c(N)n1	·	3%	0.3%	·	·
COc1cc2c(cc1O)CC1c3c(cc(O)c(OC)c3-2)CCN1C (stereo unspecified)	3%	-3%	6.9%	41%	-8%
Cc1cc(-c2n[nH]c(=S)n2/N=C/c2ccccc2[N+](=O)[O-])n[nH]1	-8%	0%	2.4%	-15%	50%
O=C(CN1C(=O)c2ccccc2S1(=O)=O)Nc1ccccc1	0%	3%	1.1%	4%	6%
C=CCc1cc(/C=C2/NC(=S)NC2=O)cc(OC)c1O	-7%	-1%	7.7%	46%	13%
Cc1ccc(NC(=O)c2ccc(NCCCN3CCC(C)CC3)c([N+](=O)[O-])c2)cc1F	6%	7%	0.1%	1%	-3%
CCN(CC)c1nc(C)nc2c1sc(=S)n2C	1%	-4%	0.6%	12%	-3%
Oc1cccc2ccc(Nc3ccccn3)nc12	9.4µM*	2.3µM*	i	?	?
SMILES	PhoP GFP inhibition	H1N1 NS1A inhibition	VEEV TC-83 Vero	M. tuberculosis	M. tuberculosis HTS	others
O=C(Nc1ccc2[nH]ncc2c1)c1ccccc1Cl	5%	17%	i	-7%	-3%
CC[C@]1(c2ccccc2C)ON(c2ccccc2C(F)(F)F)C1=O	·	-5%	2.1%	0%	0%
COc1ccc(OCCNc2c([N+](=O)[O-])c(=O)oc3ccccc23)cc1	16%	-11%	0.2%	18%	-6%
Cn1c(=O)c2c(O)cc(=O)[nH]c2n(-c2ccccc2)c1=O	3%	-5%	i	3%	-5%
CCOc1ccc(-n2ccnc(SCC(=O)NCCc3ccccc3)c2=O)cc1	9%	-16%	2.9%	19%	4%
O=C1NC(SCCCF)=N/C1=C/c1ccc(-n2cncn2)cc1	4%	-6%	4.4%	10%	-5%
Cc1cc2ncn(CCC(=O)NC(C)(C)C)c2cc1C	7%	4%	6.6%	-4%	-4%
CCC1Sc2ccc(S(=O)(=O)CCC(=O)Nc3ccccc3Br)cc2NC1=O (stereo unspecified)	6%	1%	1.6%	-13%	1%
COCCN1CCN(C(=O)c2ccc3oc(CCc4ccccc4)nc3c2)CC1	-3%	-11%	1.2%	-6%	-5%
CC1CCC(NC(=O)c2ccc(S(C)(=O)=O)cc2)CC1 (stereo unspecified)	-20%	6%	0.6%	44%	4%
CCCCC(=O)O[C@]1(C(=O)CO)CC[C@H]2[C@@H]3CCC4=CC(=O)CC[C@]4(C)[C@H]3[C@@H](O)C[C@@]21C	-3%	1%	0.7%	16%	-3%
O=C(NC1CCCCC1)N1CCCC1	3%	-9%	i	44%	-6%
COc1cccc(OCc2cc(C(=O)N3CCN(c4ccccc4O)CC3)no2)c1	0%	-4%	10%	31%	-3%
CCOc1cc(C)c(Cl)cc1S(=O)(=O)NC1CC(C)(C)NC(C)(C)C1	-3%	0%	0.5%	19%	-2%
CC#CC[N+](C)(C)CCCCCCCCCC	22%	-21%	i	29%	-15%
Cc1[nH]c(=O)[nH]c(=O)c1S(=O)(=O)N(C)Cc1ccccc1	10%	9%	1.0%	-4%	-19%
CCC(C)Sc1nc2c(c(=O)n1C)SC(C)C2 (stereo unspecified)	5%	-3%	1.5%	12%	7%	VEEV TC-83 Vero 10K pilot screen=0.0
CN=C(c1ccc(C)cc1)n1c(=S)nc(-c2ccc(C)cc2)n(C)c1=S	-4%	2%	7.7%	18%	4%
COC(=O)c1c(NS(C)(=O)=O)sc2c1CCCC2	6%	1%	0.8%	27%	16%
CC(C)C(=O)NS(=O)(=O)c1ccc(NS(C)(=O)=O)cc1	16%	-8%	0.3%	5%	4%
S=C(NCc1ccc2c(c1)OCO2)NCc1ccco1	1%	-4%	0.9%	63%	-2%
O=C(O)c1cccc(-n2cccc2/C=C2\SC(=O)N(Cc3ccccc3F)C2=O)c1	1%	6%	9.0%	0%	3%
COc1ccccc1N(Cc1ccccc1)S(=O)(=O)c1cccc(C(=O)N2CCCCC2)c1	·	0%	3.8%	24%	3%
Cc1ccccc1-n1c(-c2csc3ccccc23)n[nH]c1=S	-6%	-5%	1.1%	-20%	8%
Cc1ccc(N2CC(C(=O)OCC(=O)c3ccc(F)cc3)CC2=O)cc1 (stereo unspecified)	4%	-10%	0.7%	7%	-6%
SMILES	PhoP GFP inhibition	H1N1 NS1A inhibition	VEEV TC-83 Vero	M. tuberculosis	M. tuberculosis HTS	others
CCc1ccccc1NC(=O)CSc1n[nH]c(C)c1[N+](=O)[O-]	6%	-2%	0.6%	13%	2%
CC(C(=O)O)N1C(=O)/C(=C/C=C/c2ccco2)SC1=S (stereo unspecified)	-9%	17%	1.7%	12%	0%
CC1CCN(S(=O)(=O)c2nnc(NC(=O)COc3ccccc3F)s2)CC1	-1%	1%	1.5%	-28%	-11%
COc1ccc(C(=O)NCc2c(CC(C)C)oc(C)c2C(=O)O)cc1	-16%	-1%	1.3%	7%	5%
Cc1nn(-c2ccccc2)c(C)c1C(=O)NCc1ccccc1F	-5%	9%	2.9%	9%	-3%
CCOc1ccc(CC(=O)C2C(=O)CCCC2=O)cc1OCC	18%	-14%	0.3%	-6%	-5%
O=C(CN(C1CCCCC1)S(=O)(=O)c1ccc(F)cc1)Nc1ccc2c(c1)OCO2	-7%	4%	i	24%	8%
O=C(CC(c1ccc(F)cc1)c1ccco1)N1CCCC1 (stereo unspecified)	-6%	12%	1.6%	20%	-5%
N#Cc1cccc(OCC(=O)NC(=O)NCc2ccccc2)c1	5%	-20%	0.8%	20%	5%
CC(=O)c1ccc(C(=O)N(CCN(C)C)c2nc3c(Cl)cccc3s2)cc1	3%	4%	0.7%	1%	5%
Nn1c(SCc2cccc(Cl)c2)nnc1-c1ccncc1	-8%	1%	0.3%	22%	5%
Nn1cnnc1N/N=C/c1cccc(Cl)c1Cl	11%	17%	i	20%	4%
COc1cc(CNc2ccc3[nH]c(=O)[nH]c3c2)cc(Cl)c1OCC(=O)NC(C)(C)C	3%	12%	i	28%	11%
CN1C/C(=C/c2ccsc2)C(=O)/C(=C/c2ccsc2)C1	-1%	8%	33%	?	?
CCCCNC(=O)C1(O)c2ccccc2NC(=O)N1c1ccc(Cl)cc1 (stereo unspecified)	-14%	-3%	i	-8%	6%
O=C(CSc1nc(-c2ccc(F)cc2)cs1)N1CCN(C(=O)c2ccco2)CC1	2%	5%	4.7%	72%	28%
O=C(c1ccc2c(c1)OCO2)N1CCN(c2ccc(Cl)cc2)CC1	-6%	-5%	0.2%	23%	-2%
Cc1ccc(S(=O)(=O)N2CCN(C(=O)C3CCN(C(=O)c4ccccc4C)CC3)CC2)cc1C	-3%	10%	1.7%	12%	2%
C/C(=N\NC(=O)C(O)(c1ccccc1)c1ccccc1)c1ccc(C)o1	-5%	1%	i	1%	1%
C=C(C)C(=O)Nc1cccc(C2=NOC3(C2)C[C@@H](C(N)=O)N(C(=O)C2(C)CC2)C3)c1 (stereo partly specified)	-6%	2%	1.8%	-8%	-5%
COc1ccccc1OCCC(=O)OCCN1C(=O)c2ccccc2C1=O	2%	-4%	0.1%	·	5%
Clc1ccc(N2CCNCC2)nn1	-5%	0%	0.3%	-9%	-10%
Cc1ccccc1NC(=S)N1CCN(c2ccccc2)CC1	-4%	-23%	1.2%	-8%	7%
Cc1ccc(C)c(C(C)NC(=O)c2ccccc2Br)c1 (stereo unspecified)	-1%	13%	i	28%	0%
COc1ccc(S(=O)(=O)N(C)C[C@H]2Oc3ccc(NC(=O)Nc4ccc5c(c4)OCO5)cc3CC(=O)N([C@@H](C)CO)C[C@@H]2C)cc1	·	7%	6.1%	40%	?

An excerpt from above in order of length of the SMILES, ascending.
SMILES	PhoP GFP inhibition	H1N1 NS1A inhibition	VEEV TC-83 Vero	M. tuberculosis	M. tuberculosis HTS	others
Cc1ccc(C)c(C(C)NC(=O)c2ccccc2Br)c1 (stereo unspecified)	-1%	13%	i	28%	0%
Cc1nn(-c2ccccc2)c(C)c1C(=O)NCc1ccccc1F	-5%	9%	2.9%	9%	-3%
CC(C(=O)O)N1C(=O)/C(=C/C=C/c2ccco2)SC1=S (stereo unspecified)	-9%	17%	1.7%	12%	0%
COc1ccc(C(=O)NCc2c(CC(C)C)oc(C)c2C(=O)O)cc1	-16%	-1%	1.3%	7%	5%
CC(=O)c1ccc(C(=O)N(CCN(C)C)c2nc3c(Cl)cccc3s2)cc1	3%	4%	0.7%	1%	5%

Quoted at random: 3 records from the list, in no set order.
SMILES	PhoP GFP inhibition	H1N1 NS1A inhibition	VEEV TC-83 Vero	M. tuberculosis	M. tuberculosis HTS	others
CC[C@]1(c2ccccc2C)ON(c2ccccc2C(F)(F)F)C1=O	·	-5%	2.1%	0%	0%
CCc1ccccc1NC(=O)CSc1n[nH]c(C)c1[N+](=O)[O-]	6%	-2%	0.6%	13%	2%
Cc1ccc(NC(=O)c2ccc(NCCCN3CCC(C)CC3)c([N+](=O)[O-])c2)cc1F	6%	7%	0.1%	1%	-3%

(next part)
SMILES	PhoP GFP inhibition	H1N1 NS1A inhibition	VEEV TC-83 Vero	M. tuberculosis	M. tuberculosis HTS	others
COc1ccc(-c2nnc(SCC(=O)c3cc(C)n(Cc4cccs4)c3C)o2)cc1	6%	10%	4.2%	·	-11%	VEEV TC-83 Vero 10K pilot screen=0.3
CC1CN(Cc2ccccc2)c2ccccc2NC1=S (stereo unspecified)	-6%	-3%	1.7%	6%	4%
O=C(O)C(Cc1ccc(Cl)cc1)NS(=O)(=O)c1ccc(Cl)cc1 (stereo unspecified)	3%	1%	1.6%	-11%	-1%
O=c1c(=Nc2ccccc2O)c(=O)c2ccccc12	-2%	-3%	1.4%	2.7µM*	?
CCCCNC(=O)CSc1nnc(-c2ccc(S(=O)(=O)N3CCCC3)cc2)n1C	3%	5%	i	-8%	-6%
Cc1cc(Nc2ccc(F)cc2C)n2ncnc2n1	17%	0%	0.3%	-6%	-4%
CCCN1CC(=O)N2C(c3ccccc3)c3[nH]c4ccccc4c3C[C@H]2C1=O (stereo partly specified)	6%	-4%	i	21%	1%
CCOCCCNC(=O)CN1C(=O)NC(Cc2c[nH]c3ccccc23)C1=O (stereo unspecified)	-13%	-5%	1.0%	-5%	8%
CCOc1ccc2c(c1)[N+](C)(C)C(C)(C)C=C2C	-2%	·	i	1%	-9%

High-throughput results deposited in PubChem BioAssay by Southern Research Specialized Biocontainment Screening Center.

Rows are unselected; about 1.6% have a hit in one of these screens.
